Assay outcomes from PubChem BioAssay.
KCNH2 WT inh: KCNH2 (human, wildtype) channel inhibition | Q12809 | 340,000 tested, 0.37% active | U2OS, BacMam KCNH2, thallium flux FluxOr; stronger effect = lower value | activity change, % at 1.84 µM;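 active = maximum activity change below -70%; inconclusive = maximum activity change between -70% and -50%; inactive = maximum activity change above -50%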; also: % is scaled to controls: 0 for no effect and ±100 for the full control effect
Target sequence (Q12809 whole entry, looked up): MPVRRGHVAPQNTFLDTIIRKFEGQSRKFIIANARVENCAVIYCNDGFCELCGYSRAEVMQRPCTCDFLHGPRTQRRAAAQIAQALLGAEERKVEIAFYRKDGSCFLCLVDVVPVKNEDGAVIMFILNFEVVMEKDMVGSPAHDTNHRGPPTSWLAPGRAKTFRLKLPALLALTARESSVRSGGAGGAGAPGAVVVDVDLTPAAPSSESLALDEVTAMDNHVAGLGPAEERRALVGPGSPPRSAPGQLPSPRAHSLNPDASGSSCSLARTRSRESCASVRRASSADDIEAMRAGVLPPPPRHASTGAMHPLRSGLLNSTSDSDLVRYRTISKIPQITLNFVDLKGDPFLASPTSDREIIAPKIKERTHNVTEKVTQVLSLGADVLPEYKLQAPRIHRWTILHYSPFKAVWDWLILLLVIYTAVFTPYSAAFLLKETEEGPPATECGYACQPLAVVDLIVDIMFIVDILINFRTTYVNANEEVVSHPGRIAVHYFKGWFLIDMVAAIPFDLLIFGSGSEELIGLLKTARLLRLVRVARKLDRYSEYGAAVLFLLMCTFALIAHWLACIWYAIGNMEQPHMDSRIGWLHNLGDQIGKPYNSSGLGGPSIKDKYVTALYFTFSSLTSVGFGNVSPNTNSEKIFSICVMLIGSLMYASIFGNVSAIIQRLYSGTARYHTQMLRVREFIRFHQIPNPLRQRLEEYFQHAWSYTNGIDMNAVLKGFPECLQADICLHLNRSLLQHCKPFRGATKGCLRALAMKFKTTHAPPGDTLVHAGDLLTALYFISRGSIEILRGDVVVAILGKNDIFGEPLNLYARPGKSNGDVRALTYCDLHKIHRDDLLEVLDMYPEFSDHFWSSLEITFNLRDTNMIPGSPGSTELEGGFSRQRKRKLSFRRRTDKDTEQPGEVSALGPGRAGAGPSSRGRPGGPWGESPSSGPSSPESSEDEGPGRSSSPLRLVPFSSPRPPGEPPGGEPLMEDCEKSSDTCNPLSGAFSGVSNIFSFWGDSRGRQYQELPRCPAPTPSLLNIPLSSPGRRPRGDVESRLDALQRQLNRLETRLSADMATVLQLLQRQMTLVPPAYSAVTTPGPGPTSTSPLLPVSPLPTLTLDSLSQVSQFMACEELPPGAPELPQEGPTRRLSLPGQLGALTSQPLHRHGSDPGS
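U2OS cells were transduced with wild-type KCNH2 virus (2.03 x 10^8 / mL) for 4 h at room temperature, then cultured overnight at 37 C. Thallium flux was read with FluxOr dye. Rate constants were normalized to DMSO controls.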
Mito fusion act: mitochondrial division inhibition or fusion activation; S. cerevisiae fusion-defective mutant growth rescue, CellTiterGlo 48 h; Potency, µM (doses to about 46.1 µM), without a hit: at the highest dose growth rescue (activation), most hits filed as activators; 320,000 tested, 0.23% active; AID 485298;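 also: potency is read from the fitted curve at half-maximal effect; % of control where 0% means no effect; nearly all actives have a fitted effect of over 45% in size; temperature-sensitive fusion mutants such as fzo1-1 at 37 °C on non-fermentable ethanol glycerol medium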
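S. cerevisiae fusion-defective temperature-sensitive mutants (e.g. fzo1-1, mgm1-5) grown 48 h at 37C in YPEG (ethanol/glycerol non-fermentable) medium with 23 nl compound per well; growth rescue read as CellTiterGlo luminescence.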
TCR act: T cell receptor activation; 330,000 tested, under 10 active; Potency, µM (series often up to 9.22 µM), for the others: at the top dose activation of IL-2 secretion, actives largely listed as activators; primary human leukocytes, anti-CD3, IL-2 HTRF, 48 h; also: % of control where 0% means no effect
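TCR engagement came from a-CD3 beads alone, with compounds added to primary human leukocytes for 48 hr. Secreted IL-2 bridged europium cryptate- and d2-labelled anti-IL-2 antibodies, giving FRET emission at 665nm after 320nm excitation.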
ELG1 DNA repair: blocks ELG1-dependent DNA repair in HEK293T cells; HEK293T ELG1-luciferase reporter, luminescence, 16 h; DNA damage induced by 5-fluorouridine; Potency, µM (top dose mostly 46.1 µM), without a hit: at the top dose activity change, negative = inhibition, actives largely listed as inhibitors; 330,000 tested, 2.3% active; AID 504467; also: potency is read from the fitted curve at half-maximal effect; % is scaled to controls: 0 for no effect and ±100 for the full control effect; nearly all actives have a fitted effect of over 55% in size
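In this reporter screen, reduction of luminescence relative to DMSO vehicle indicated activity. Compounds and 5-fluorouridine were added together to 2,000 cells per well, incubated for 16 hr at 37 °C, then developed with ONE-Glo.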
AT treatment: potential ataxia-telangiectasia treatments restoring KAP-1 phosphorylation | […] A-T fibroblasts, KAP-1 phosphorylation AlphaLISA; neocarzinostatin DNA damage 30 min before lysis | Potency, µM (series often up to 57.5 µM), inactives show top-dose activation, hits mostly activators | 320,000 tested, 0.19% active; also: potency is read from the fitted curve at half-maximal effect; % of control where 0% means no effect; nearly all actives have a fitted effect of over 45% in size
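hTERT-immortalized A-T patient fibroblasts ([…]), 500 cells/well in OPTI-MEM, 1% FBS, got compounds for 60 min, then NCS for 30 min at 37C. Lysates were then assayed for phospho-KAP-1 by AlphaLISA (anti-pKAP1 donor, anti-KAP1 acceptor beads), 6 hr at 25C.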
TSHR antagonist: human thyrotropin receptor antagonism; P16473; TSHR-expressing cells, TSH-stimulated cAMP HTRF, 2 h; stronger effect = lower value; activity change, negative = inhibition, % at 11.5 µM; 330,000 tested, 0.2% active;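 active = activity change below a set negative limit, meaning inhibition stronger than a set level, cut at about -70% in these data; inconclusive = activity change between two set negative limits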; also: % is scaled to controls: 0 for no effect and ±100 for the full control effect
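TSHR-expressing cells, 200/well, pre-treated with compound, then stimulated with EC80 TSH (4nM final) for 2 hours at 37 deg C. cAMP measured by competitive HTRF: anti-cAMP cryptate antibody in lysis buffer plus cAMP-d2, read after 30 minutes at room temperature.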
USP2a inh: USP2a (human) protease inhibition | Potency, µM (doses to about 38.3 µM), for the others: top-dose activity change, negative = inhibition, hits mostly inhibitors | 330,000 tested, 0.01% active | USP2 core, Ub-CHOP2 coupled fluorogenic reporter, 485/531 | O75604;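 also: potency is read from the fitted curve at half-maximal effect; plate controls were DMSO wells for no effect and full inhibition by NEM control for full effect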
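Deubiquitinase activity read as fluorescence (485/531 nm) after Ub-CHOP2 cleavage activates the enterokinase reporter on its substrate; USP2 core 10nM, Ub-CHOP2 and substrate 25nM each, 30min compound preincubation then 60min RT; data normalized to NEM, curves fitted.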
Eya2 phos inh: inhibitors of human Eya2 phosphatase activity; recombinant Eya2, OMFP fluorescence dephosphorylation (OMFP is methylfluorescein phosphate); Potency, µM (doses to about 76.9 µM), inactives show top-dose activity, negative = inhibition, hits mostly inhibitors; 330,000 tested, 0.006% active; AID 488837; also: potency is read from the fitted curve at half-maximal effect; % is scaled to controls: 0 for no effect and ±100 for the full control effect
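Eya2 (0.2 uM) preincubated 10 min at ambient with compound, then OMFP substrate added at 50 uM; 10 min reaction in 50 mM HEPES pH 7.5, 50 mM NaCl, 5 uM MgCl2, 0.05% BSA, 1 mM DTT. Fluorescence read at Ex 485/Em 525 nm.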
TRPV1 ag: agonists of human vanilloid receptor 1 (TRPV1) | Q8NER1 | TRPV1-expressing cells, Fluo-8 calcium influx, agonist mode | activation, % at 8.33 µM | 320,000 tested, 0.19% active; in the data active = activation above about 80%; inconclusive = between about 30% and that limit; also: 0% is about no effect
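Fluo-8 calcium influx in TRPV1-expressing cells, kinetic read (ex 480/em 520 nm). Compound added and read 3 min for agonist activity, followed by capsaicin at EC20 final and 2 min further read for enhancement.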
KCNH2 3.1 inh: KCNH2 3.1 (human) potassium channel inhibition. activity change, % (tested at about 1.8 µM). AID 720553. 340,000 tested, 0.95% active. U2OS KCNH2 3.1, thallium flux FluxOr; stronger effect = lower value;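 active = maximum activity change below -70%; inconclusive = maximum activity change from -70% to -50%; inactive = maximum activity change above -50%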;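 also: thallium influx rate constant from kinetic fluorescence after stimulation buffer; % is scaled to controls: 0 for no effect and ±100 for the full control effect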
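Virally transduced U2OS (3.1 isoform, 4 h infection in dark at RT) → overnight 37 C → FluxOr + Red40 in HBSS/HEPES, 45 min → stimulation buffer, 2 min kinetic read → rate constant vs DMSO controls.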
Active calls of the source: *; ? = inconclusive; . = not tested or not shown; [ ] = remark or other dose. Unless noted, calls follow the shape of the dose curve; as a rule, active = well fitted curve in the direction sought with a large enough effect; inconclusive = small, poorly fitted or top-dose-only effect, or another doubt; inactive = no such curve, though single readings can be large; an effect the other way counts as inactive or inconclusive.

SMILES	KCNH2 WT inh	Mito fusion act	TCR act	ELG1 DNA repair	AT treatment	TSHR antagonist	USP2a inh	Eya2 phos inh	TRPV1 ag	KCNH2 3.1 inh
CCOC(=O)N1CCN(C(=O)CSc2ncnc3ccccc23)CC1	1	-1%	-1%[46.1 µM]	-22%	3%	12	4%	1%	0	15
O=C(c1ccccc1)N1CCN(C(=O)c2nn3c(C(F)(F)F)cc(-c4ccco4)nc3c2Br)CC1	29	28%	5%	?	19%	-4	-4%	18%	-4	-7
CCOc1ccc(C(C)=O)cc1CC(C(N)=O)C(N)=O	-7	1%	0%	6%	0%	-3	2%	1%	-3	-9
Cc1ccc(NC2CCCN(C(=O)c3cccs3)C2)cc1C (centres undefined)	3	3%	1%	15%	7%	-13	0%	0%	?	27
Cc1ccc(N(CC(=O)NC2CCCCC2)S(=O)(=O)c2c(C)noc2C)cc1	-4	-3%	0%	14%	8%	18	-2%	9%	-2	-7
CCc1ccc(CNC(=O)CCn2nc(C)c3c(C)n(-c4ccccc4)nc3c2=O)cc1	-11	0%	-1%	10%	-3%	-15	4%	8%	-3	3
Cc1cc(C)c(S(C)(=O)=O)c(=O)[nH]1	-13	2%	1%	16%	-2%	19	2%	1%	-2	-11
O=C(CNS(=O)(=O)c1ccccc1)NCc1cccnc1	-1	2%	8%	8%	1%	20	2%	-2%	3	4
Cc1cc(=O)oc2cc(OCC(=O)c3ccc4c(c3)NC(=O)CO4)ccc12	5	2%	-15%	17%	-3%	4	-1%	-8%	0	23
Cc1ccc(-c2nc3c(c(=O)c4ccccc4n3C)c(=O)n2-c2ccccc2)cc1	-5	1%	-3%[46.1 µM]	6%	-2%	3	-4%	5%	-4	-10
Cc1c(C(=O)OC(C)C)sc2nc[nH]c(=O)c12	-5	8%	-5%	20%	-2%	-3	0%	7%	4	2
N=C(N)CCCOc1ccccc1-c1ccccc1	-1	-11%	5%[46.1 µM]	-14%	10%	-3	2%	-3%	4	12
O=C(CSCCNS(=O)(=O)c1ccccc1)Nc1ccccc1	-21	-3%	3%	-4%	25%	-9	5%	28%	.	-34
CCc1cccc(NC(=O)CCC(=O)O)c1	-3	1%	4%[46.1 µM]	4%	-11%	-3	0%	4%	0	18
O=C(CSc1nnc(-c2ccco2)n1CC1CCCO1)c1ccc(F)cc1 (centres undefined)	0	-4%	-3%	0%	4%	-6	-6%	17%	-1	10
COC(=O)C(C)(C(=O)OC)c1ccccc1[N+](=O)[O-]	4	5%	7%	0%	5%	17	5%	8%	-4	6
Cc1cc(NC(=O)CN(C)S(=O)(=O)c2cnc[nH]2)ccc1Br	4	0%	0%	12%	-17%	-4	-1%	-5%	8	-16
C/C(=N\Nc1cccc2cccnc12)c1ccc(C)cc1	-20	1%	-1%	?	4%	-7	2%	6%	0	0
CCCn1c(NCc2cccc(OC)c2OC)nc2ccccc21	3	-1%	-8%	?	4%	8	-1%	?	-1	-1
CCOc1cc(/C=C(\C#N)C(=O)Nc2ccccc2[N+](=O)[O-])ccc1OCc1cccc2ccccc12	.	-2%	.	-5%	7%	12	-4%	2%	-1	.
O=C1Nc2ccccc2/C1=N\N=C\c1ccc(O)c(O)c1	0	3%	2%	?	-17%	-7	-1%	4%	-4	6
CCc1ccc(/C=N/Nc2ncnc3nc[nH]c23)cc1	7	0%	5%	?	-1%	14	3%	1%	17	-40
CCS(=O)(=O)N1Cc2ccccc2CC1C(=O)Nc1nc2c(C)cccc2s1 (centres undefined)	-4	28%	1%[46.1 µM]	?	2%	1	0%	0%	0	-26
COC(=O)c1ccc(NC2CC(=O)N(c3ccccc3C)C2=O)cc1 (centres undefined)	-6	-7%	5%	42%	1%	12	1%	-17%	2	-20
COc1ccc(N2CC(C(=O)Nc3nnc(SCC(=O)c4ccccc4)s3)CC2=O)cc1 (centres undefined)	5	-5%	2%[46.1 µM]	0%	0%	-8	2%	4%	-5	6
CCN(CC)C(=O)c1cn(C)c2ccc(S(=O)(=O)N(CC)CC)cc2c1=O	-8	-4%	4%	8%	-3%	-4	1%	9%	0	-7
CCCCC(=O)c1c(O)c2ccccc2oc1=O	1	6%	2%	?	.	4	2%	-20%	3	22
Nc1ccc(S(=O)(=O)NC2=NCCCCC2)cc1	35	2%	10%	18%	-6%	9	-1%	-5%	.	-5
Cc1cc(C)n2nc(C(=O)N3CCCC(Nc4ccc(F)c(F)c4)C3)cc2n1 (centres undefined)	-20	2%	-4%	2%	5%	-4	-1%	4%	24	-2
CCC/C=C(\CCC)C(NS(=O)(=O)c1cccc2cccnc12)c1ccc(C(=O)OC)cc1 (centres undefined)	3	18%	1%	2%	-8%	1	-1%	-17%	2	3
CCCn1c(=O)c(C(=O)NCCc2ccc(OC)c(OC)c2)c(O)c2ccccc21	-4	5%	-3%	-30%	-11%	0	1%	9%	3	5
O=C1NC(=O)N(Cc2ccccc2)C1=O	-4	16%	0%	6%	5%	-2	5%	23%	-10	12
CCN1CCN(C(=O)Cn2ncc3ccsc3c2=O)CC1	-7	-2%	10%	11%	-2%	-3	3%	2%	0	9
COc1cccc(-c2nc(=S)c3c(n2CCCO)CCCC3)c1	-20	10%	-4%	23%	5%	1	0%	-1%	-3	1
COc1ccc2nc(NC(=O)c3ccc(-n4nc(C)cc4C)cc3)sc2c1	10	4%	-2%	?	27%	-20	-9%	-2%	-4	-5
CCOc1cc(C)nc(N2CCCC(C(=O)NCc3ccccc3F)C2)n1 (centres undefined)	-11	4%	-4%	-15%	6%	-1	-1%	-1%	?	?
COc1ccc(Cl)cc1NC(=O)CN1C(=O)CSC1=O	0	-1%	.	-17%	5%	38	0%	9%	-1	2
CCOCc1nnc(NC(=O)CCS(=O)(=O)Cc2ccccc2)s1	-6	-10%	0%	5%	-6%	16	0%	6%	1	-9
O=C(Oc1oc(-c2ccco2)nc1C=Nc1ccccc1)c1ccoc1	8	0%	11%	?	-3%	12	-1%	15%	1	7
CN(C)CCCNC(=O)C[C@H]1C[C@H](C(=O)N2CCOCC2)[C@@]2(C)c3[nH]c4cc(-c5ccco5)ccc4c3CCN2C1=O	3	.	0%[46.1 µM]	-1%	10%	10	0%	7%	.	-10
NNc1ccc2nncn2n1	-2	-3%	2%	?	-1%	1	-2%	0%	0	12
COc1ccc(C(CNC(=O)c2cccc(S(=O)(=O)Nc3ccc(F)cc3)c2)N(C)C)cc1 (centres undefined)	52	6%	0%	-9%	-1%	3	-1%	24%	-2	-35
O=C(CN(Cc1cccs1)C(=O)CCC(=O)Nc1nccs1)NCc1ccccc1	-5	1%	3%	-6%	8%	-11	1%	-25%	-1	-10
Cc1ccc(C(=O)NC2CCSC2=O)cc1 (centres undefined)	10	4%	4%	26%	1%	10	4%	5%	2	3
O=C(CSc1ccccn1)NCc1ccc2c(c1)OCO2	5	-2%	-3%	?	0%	23	1%	3%	1	-1
COc1cc(C2CC(=O)C3=C(C2)Nc2ncnn2C3c2cccs2)cc(OC)c1OC (centres undefined)	0	0%	6%	2%	-10%	15	12%	-5%	-1	11
Cc1cnc(C(=O)OCC(=O)NC2CCCCCC2)cn1	-10	0%	-13%	23%	4%	1	3%	7%	-2	15
CCCCc1cc(=O)oc2cc(C)c(CN3CCCC3)c(O)c12	-3	-1%	3%	-5%	2%	3	?	-1%	-2	17
COc1cccc(C(=O)Nc2ccncc2)c1OC	12	0%	.	-10%	4%	-16	0%	4%	2	3
CCn1c(C(=O)NC(C)c2ccc3c(c2)OCCO3)cc2sccc21 (centres undefined)	2	6%	-8%	-4%	-1%	17	-2%	-3%	-2	8
CC(C)C(OC(=O)C1=Cc2ccccc2OC1)C(=O)NC1CCCC1 (centres undefined)	-6	-7%	-2%[46.1 µM]	-17%	-2%	-13	0%	1%	?	-9
N=c1c2c(-c3ccccc3)c(-c3ccccc3)n(Cc3ccco3)c2ncn1CCCn1ccnc1	-17	12%	6%[46.1 µM]	-9%	14%	0	-2%	1%	12	-71*
COc1ccc(-c2csc(Nc3ccccc3)[n+]2CC(O)c2ccc([N+](=O)[O-])cc2)cc1 (centres undefined)	0	9%	-9%	21µM*	-8%	-16	-3%	-13%	-3	-5

These rows are one share of the data; the hit share may differ from the screen's.
